High-throughput results from PubChem BioAssay.
Texas Red fluor = Texas Red region autofluorescence | max dye-equivalent concentration, M | 0.06% of 59,000 active | Compound fluorescence, Texas Red channel, 547/618 nm; hits give high values | AID 587; in the data active = max dye-equivalent concentration above about 10 nM; inconclusive = between about 1.1 nM and that limit
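Spectral interference profiling: each compound concentration's relative fluorescence, read with a 547 nm excitation and 618 nm emission filter pair, was normalized to a per-plate Texas Red standard curve.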
CRE-bla Fsk = CRE-bla signaling modulation under forskolin stimulation; CHO CRE-bla reporter (cAMP response element driving beta-lactamase), forskolin EC10, beta-lactamase ratio; Potency, µM (highest dose often 38.2 µM), for inactives: top-dose activity change, negative = inhibition, usual class: activators; 2.5% of 71,000 active; AID 662; active = well fitted activation curve with a large enough effect in the signal ratio, with a control signal flat, not every such curve was filed as active; inconclusive = small, poorly fitted or top-dose-only effect, or effect the other way, or a change in a side signal; the % refers to the signal ratio; note: potency is the fitted concentration of half-maximal effect; % of control where 0% means no effect
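Cells were plated overnight at 37 °C, exposed to compound titrations plus EC10 NKH 477 for 3 h, then given CCF4 dye for 2 h at room temperature. Blue/green (460/530 nm) ratio was converted to %Activity and AC50 values calculated.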
HBB splicing = modulators of hemoglobin beta chain splicing; HBB splicing reporter cell assay, activation; EGFP reporter with mutant IVS2-654 intron; response scale: normalised to 500 nM splice-correcting PNA; Potency, µM (series often up to 46.1 µM), without a hit: top-dose activation, actives largely listed as activators; 0.06% of 65,000 active; AID 925; note: potency is the fitted concentration of half-maximal effect; 0% is about no effect
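Compounds were applied for 2 days to HeLa EGFP-654 cells, 500/well in Optimem with 2% FCS. The reporter's EGFP is disrupted by mis-splicing of beta-globin intron IVS2-654. Readout: summed well GFP fluorescence from 488 nm laser scanning; reference was 500 nM antisense […] 654 PNA.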
Luciferase inh = firefly luciferase inhibition. P08659. purified firefly luciferase, luminescence, 8 min. 2.2% of 72,000 active. Potency, µM (top dose mostly 57.1 µM), for the others: at the top dose activity change, negative = inhibition, actives largely listed as inhibitors. AID 411; note: potency is the fitted concentration of half-maximal effect; % is set by controls: 0 for no effect and ±100 for the full control effect; nearly all actives have a fitted effect of over 40% in size
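Compounds were tested as concentration series (qHTS) against purified P. pyralis luciferase with luciferin and 10 uM ATP in 50 mM imidazole pH 7.2, 50 mM KCl, 7 mM MgCl2, 0.01% Tween 20, 0.05% BSA. Luminescence was read after 8 min at ambient temperature.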
DNA Pol III inh = DNA polymerase III holoenzyme inhibition; reconstituted DNA polymerase III holoenzyme replication, biochemical; Potency, µM (top dose mostly 57.1 µM), for inactives: at the top dose activity change, negative = inhibition; 0.25% of 71,000 active; note: potency is the fitted concentration of half-maximal effect; % is set by controls: 0 for no effect and ±100 for the full control effect
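Reconstituted *E. coli* holoenzyme (0.35 nM Pol III, 1 nM beta, 154 nM SSB, 2 nM primase) was preincubated with compound for 15 min at RT. Synthesis on 1.4 nM ssM13Gori ran 35 min, then was stopped with PicoGreen/EDTA and read as dsDNA fluorescence.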
ALOX15 inhib = inhibitors of human 15-lipoxygenase (ALOX15); Potency, µM (doses to about 57.1 µM), for the others: top-dose activity change, negative = inhibition, hits mostly inhibitors; purified 15hLO-1, xylenol orange hydroperoxide absorbance; 1.4% of 74,000 active; note: potency is the fitted concentration of half-maximal effect; % is set by controls: 0 for no effect and ±100 for the full control effect; nearly all actives have a fitted effect of over 55% in size
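40 nM 15hLO-1 + cpd, 15 min RT; start w/ 50 uM AA (final), 6 min RT; stop/detect w/ 200 uM XO + 300 uM Fe(II) in 50 mM H2SO4, 30 min; A573/A405. Buffer 25 mM Hepes pH 7.5, 0.01% Triton X-100. No-enzyme wells as negative control.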
Rhodamine autofl = rhodamine region autofluorescence; max dye-equivalent concentration, M; Rhodamine-region fluorescence, 547/598 nm, Tris buffer; hits give high values; 0.05% of 59,000 active; AID 594; in the data active = max dye-equivalent concentration above about 11 nM; inconclusive = between about 1.1 nM and that limit
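Steps: pin-transfer compounds into pH 8.0 Tris (100 mM), hold 15 min at room temperature, image with a 547/598 nm filter pair, and convert intensities to rhodamine-equivalent concentration using a six-point on-plate rhodamine series.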
Tau fil binding = binds recombinant human tau filaments; 2% of 71,000 active; recombinant tau filaments, thioflavin S fluorescence, 15 h; filaments grown with octadecylsulfate alongside compound; AID 596; Potency, µM (doses to about 57.1 µM), for the others: at the top dose activity change, negative = inhibition; P10636;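 note: potency is the fitted concentration of half-maximal effect; % is set by controls: 0 for no effect and ±100 for the full control effect; actives lower thioflavin S fluorescence by blocking filaments or displacing dye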
Target sequence (P10636 whole entry, looked up): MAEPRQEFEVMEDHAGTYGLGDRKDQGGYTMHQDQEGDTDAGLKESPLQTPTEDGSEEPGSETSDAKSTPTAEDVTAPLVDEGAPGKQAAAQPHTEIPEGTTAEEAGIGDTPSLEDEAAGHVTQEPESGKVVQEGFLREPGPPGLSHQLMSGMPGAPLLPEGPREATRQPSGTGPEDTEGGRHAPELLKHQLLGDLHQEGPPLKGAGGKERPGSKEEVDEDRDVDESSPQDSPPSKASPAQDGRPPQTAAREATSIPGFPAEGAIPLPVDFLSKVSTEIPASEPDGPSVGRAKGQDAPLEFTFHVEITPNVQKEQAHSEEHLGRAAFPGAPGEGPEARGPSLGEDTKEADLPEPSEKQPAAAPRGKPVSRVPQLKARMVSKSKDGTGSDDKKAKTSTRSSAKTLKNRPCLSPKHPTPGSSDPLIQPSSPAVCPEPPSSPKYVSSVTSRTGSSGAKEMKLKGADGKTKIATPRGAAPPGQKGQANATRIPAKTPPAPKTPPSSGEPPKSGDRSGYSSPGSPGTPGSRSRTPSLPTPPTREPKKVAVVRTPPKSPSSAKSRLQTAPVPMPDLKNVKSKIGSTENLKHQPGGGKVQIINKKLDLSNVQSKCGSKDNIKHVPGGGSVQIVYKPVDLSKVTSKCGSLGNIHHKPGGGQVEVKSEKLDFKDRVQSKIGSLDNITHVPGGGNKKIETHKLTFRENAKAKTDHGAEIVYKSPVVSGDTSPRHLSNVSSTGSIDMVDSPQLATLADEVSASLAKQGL
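Read-out: ThS fluorescence, 450 nm excitation/510 nm emission; lower signal marks blocked filament formation or displaced dye. Tau at 1 uM with 30 uM ODS, 10 uM ThS, 5 mM DTT, 100 mM NaCl, 10 mM HEPES pH 7.4; 15 h, 37 C.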
HADH2 inhib = blocks human hydroxyacyl-CoA dehydrogenase type II; Q99714; recombinant HADH2, NADH fluorescence, beta-hydroxybutyryl-CoA; Potency, µM (highest dose often 57.1 µM), without a hit: at the highest dose activity change, negative = inhibition, actives largely listed as inhibitors; 3.4% of 73,000 active; note: potency is the fitted concentration of half-maximal effect; % is set by controls: 0 for no effect and ±100 for the full control effect; nearly all actives have a fitted effect of over 60% in size; many of its hits are not listed in these tables
Target sequence (Q99714 whole entry, looked up, one chain of several): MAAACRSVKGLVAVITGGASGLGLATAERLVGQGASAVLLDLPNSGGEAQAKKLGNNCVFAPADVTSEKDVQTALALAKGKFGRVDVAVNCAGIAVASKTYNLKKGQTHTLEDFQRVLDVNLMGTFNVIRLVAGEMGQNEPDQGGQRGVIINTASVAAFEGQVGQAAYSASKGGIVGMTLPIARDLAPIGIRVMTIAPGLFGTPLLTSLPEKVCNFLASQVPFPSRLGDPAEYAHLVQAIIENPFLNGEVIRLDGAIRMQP
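Activity measured as NADH fluorescence gain (360/450 nm), taken as the change between first and last reads of a 4-min kinetic run. Conditions: pH 9.0 Tris buffer, 20 nM E. coli-expressed His-tagged enzyme, 1 mM NAD+, 90 uM beta-hydroxybutyryl-CoA; 15-min compound preincubation.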
ERK AVP inh = inhibitors of vasopressin-stimulated ERK signaling pathway. AID 995. 0.99% of 72,000 active. Potency, µM (titrated, usually from 57.5 µM), without a hit: at the top dose activity, negative = inhibition, most hits filed as inhibitors. HEK293-V1b, vasopressin-stimulated pERK AlphaScreen; note: potency is the fitted concentration of half-maximal effect; % is set by controls: 0 for no effect and ±100 for the full control effect; nearly all actives have a fitted effect of over 55% in size
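qHTS, compounds titrated on V1b-expressing HEK293 cells. Preincubation 30 min at 37C, vasopressin 25 nM for 5 min, lysis 10 min, bead incubation 5 hr at room temperature.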
Hsp90 Hop PPI = changes Hsp90-Hop TPR2A binding signal, up or down. 0.44% of 71,000 active. AlphaScreen TPR2A-His6 binding biotin-Hsp90 C-terminal peptide. Potency, µM (series often up to 57 µM), for the others: top-dose activity change, negative = inhibition. AID 595; active = well fitted curve in either direction with a large enough effect; inconclusive = small, poorly fitted or top-dose-only effect, or another doubt; note: potency is the fitted concentration of half-maximal effect; % is set by controls: 0 for no effect and ±100 for the full control effect; many of its hits are not listed in these tables
Numbers without * were called inactive; i = inactive; ? = inconclusive; / = not tested or not shown; [ ] = another dose, or the depositor's remark. Unless noted, calls come from the whole dose curve; as a rule, active = well fitted curve in the direction sought with a large enough effect; inconclusive = small, poorly fitted or top-dose-only effect, or another doubt; inactive = no such curve, though single readings can be large; an effect the other way counts as inactive or inconclusive.

Values in the order – HBB splicing	Texas Red fluor	CRE-bla Fsk	HADH2 inhib	Hsp90 Hop PPI	Rhodamine autofl	ALOX15 inhib	Tau fil binding	Luciferase inh	ERK AVP inh	DNA Pol III inh
Cc1nc2ccc(S(=O)(=O)Nc3ccccc3C)cc2s1
→ -0.1%	i	5.7%	-6.6%	0.1%	i	-1.1%	6.8%	-1.0%	-7.6%	0.6%
COCCn1c(=O)c(-c2cccc(F)c2)nc2cncnc21
→ 2.1%	i	?	-12.6%	-7.2%	i	-6.0%	11.3%	-3.7%[11.4 µM]	-9.3%	-7.8%
CC1(C)CC(=O)c2c(nc3ccccc3c2N)C1
→ 1.2%	?	28.9%	25.1µM*	0.5%	i	7.8%	?	-2.1%	-17.7%	-0.9%
Cc1cc(C)nc(SCCCn2c(=O)[nH]c3ccccc32)n1
→ -1.8%	/	?	-5.8%	0.4%	/	2.2%	-6.1%	-0.8%	-16.3%	-4.8%
O=C(c1cc(C(F)(F)F)cc(C(F)(F)F)c1)N1CCC2(CC1)CCN(c1ccncc1)CC2
→ -0.8%	i	?	6.5%	-0.4%	i	-8.8%	14.7%	0.6%[11.4 µM]	-19.9%	-7.7%
Cc1nonc1NC(=O)Nc1cccnc1
→ 1.4%	?	?	1.9%	-0.6%	i	4.1%	4.6%	1.6%	-8.5%	-14.3%
COc1ccc(S(=O)(=O)N(C)CC(=O)O)c2ccccc12
→ 2.5%	i	?	-11.2%	-4.5%	i	2.5%	-4.9%	1.7%	-2.7%	-1.8%
Cc1cn(C2C=CC(CO)O2)c(=O)[nH]c1=O (stereo not given)
→ 0.8%	i	6.0%	-16.2%	-3.1%	i	13.6%	9.6%	-0.6%	-3.7%	0.0%
CCOC(=O)c1[nH]c(C(=O)O)c(CCN(CC)CC)c1C
→ -0.2%	i	5.2%	-3.6%	-8.9%	i	2.2%	-0.4%	1.0%	9.0%	0.3%
NC(=O)NC(=O)COC(=O)CCCc1c[nH]c2ccccc12
→ 0.0%[57.5 µM]	i	-9.0%	-4.1%	-0.9%	i	-23.8%	-5.0%	0.0%	-0.3%	-4.6%
N#Cc1ccccc1-n1c(N)c(C(=O)N2CCCC2)sc1=S
→ 2.7%[0.369 µM]	i	?	2.51µM*	-13.5%	i	20µM*	-14.7%	-4.3%	-20.4%	-8.7%
CCN1C(=O)C(O)(C2COC(C)(C)CC2=O)c2cc(Br)ccc21 (stereo not given)
→ -0.7%	i	?	8.9%	1.0%	i	0.6%	6.4%	3.5%	-22.6%	0.7%
Cc1ccc(C(c2sc3ncnn3c2O)N2CC(C)CC(C)C2)cc1 (stereo not given)
→ -0.8%	/	?	16.1%	-4.0%	/	7.4%	-11.1%	2.1%	/	-3.7%
CC(C)(C)NC(=O)Cn1nnc(-c2ccccc2Cl)n1
→ 0.4%	i	-4.8%	7.9%	-5.1%	i	7.1%	-0.4%	-5.0%	8.3%	-5.2%
Cn1nnnc1SCc1cc(=O)n2ccsc2n1
→ 0.0%[57.5 µM]	i	4.4%	-6.2%	-4.6%	i	6.3%	-1.5%	1.1%	1.2%	2.2%
Cc1cccc(C)c1NC(=O)C(c1ccccc1)N1CCC2(CC1)OCCO2 (stereo not given)
→ -1.4%	i	2.1%	1.9%	-3.9%	i	6.1%	-8.5%	2.5%	18.5%	-3.0%
COc1ccc(-n2c(=O)cnc3cnc(N4CCNCC4)nc32)cc1
→ -0.8%	i	?	-8.6%	-5.2%	i	11.2%	0.1%	-0.4%[11.4 µM]	-12.8%	8.8%
O=C1C2CC=C(Cl)CC2C(=O)N1c1ncn[nH]1 (stereo not given)
→ -0.8%	/	2.3%	-9.3%	-14.5%	/	5.9%	0.7%	1.0%	6.5%	9.4%
CN1CCN(C(=O)C2CCCCC2C(=O)O)CC1 (stereo not given)
→ 0.3%	/	0.1%	-3.7%	-6.0%	/	3.6%	-15.9%	0.5%	-5.3%	4.3%
CN(C(=O)C1CCOC1)c1nnc(C2CCOC2)s1 (stereo not given)
→ 1.0%	?	12.1%	-8.4%	-0.9%	i	1.6%	14.5%	1.5%	3.8%	-2.9%

Three structures already listed, arranged by heavy-atom count, ascending.
Values in the order – HBB splicing	Texas Red fluor	CRE-bla Fsk	HADH2 inhib	Hsp90 Hop PPI	Rhodamine autofl	ALOX15 inhib	Tau fil binding	Luciferase inh	ERK AVP inh	DNA Pol III inh
CN(C(=O)C1CCOC1)c1nnc(C2CCOC2)s1 (stereo not given)
→ 1.0%	?	12.1%	-8.4%	-0.9%	i	1.6%	14.5%	1.5%	3.8%	-2.9%
CC(C)(C)NC(=O)Cn1nnc(-c2ccccc2Cl)n1
→ 0.4%	i	-4.8%	7.9%	-5.1%	i	7.1%	-0.4%	-5.0%	8.3%	-5.2%
Cc1cccc(C)c1NC(=O)C(c1ccccc1)N1CCC2(CC1)OCCO2 (stereo not given)
→ -1.4%	i	2.1%	1.9%	-3.9%	i	6.1%	-8.5%	2.5%	18.5%	-3.0%

Continued.
Values in the order – HBB splicing	Texas Red fluor	CRE-bla Fsk	HADH2 inhib	Hsp90 Hop PPI	Rhodamine autofl	ALOX15 inhib	Tau fil binding	Luciferase inh	ERK AVP inh	DNA Pol III inh
CC(C)CNC(=O)c1noc2c1CCCC2
→ -0.3%	/	8.3%	22.6%	?	/	4.5%	-5.6%	1.6%	33.0%	-4.7%
CN(C)S(=O)(=O)c1cccc(COC(=O)C2=COCCO2)c1
→ 0.3%[57.5 µM]	i	-9.7%	-19.2%	-2.3%	i	11.9%	-2.4%	-0.9%	26.3%	1.8%
Cc1cc(C)cc(NC(=O)CCn2ccnc2C)c1
→ 0.8%	i	-10.3%	6.0%	-14.8%	i	19.6%	7.4%	0.6%	11.0%	-3.7%
COc1ccc(C2=NOC(C(=O)NCc3ccco3)C2)cc1OC (stereo not given)
→ 1.2%	i	?	2.5%	-1.1%	i	5.4%	6.9%	0.2%	-16.2%	-0.2%
COc1ccc(OC)c(CC(NC(C)=O)C(=O)NC2CCN(c3nc(C)cc(C)c3C#N)CC2)c1 (stereo not given)
→ -3.6%	i	-11.7%	-19.8%	?	i	-13.0%	-7.6%	4.2%	43.1%	-0.6%
C[C@@H](c1ccccc1)N1C(=O)[C@H]2[C@H]3[C@H](O)[C@H](O)C/C(=N/OC[C@@H](O)COCc4ccco4)[C@@H]3CC[C@@H]2C1=O
→ -0.5%[9.22 µM]	/	/	7.3%[11.4 µM]	/	/	0.3%[11.4 µM]	/	0.2%[11.4 µM]	-19.8%[11.5 µM]	/
O=C(CSCc1cnn(-c2ccccc2)c1-n1cccc1)NCc1ccc2c(c1)OCO2
→ -1.4%	?	10.2%	-5.2%	-10.4%	i	-23.1%	14.2%	0.7%	22.0%	-5.0%
Cc1oc(-c2ccccc2F)nc1CN1CCC(C(=O)NCCC2=CCCCC2)CC1
→ -4.1%[0.369 µM]	?	0.7%	-8.3%	-4.9%	i	-0.5%	26.6%	3.1%	-6.9%	-10.9%
Cc1nc(NCC2CCCO2)[nH]c(=O)c1CCC(C)C (stereo not given)
→ -3.9%[57.5 µM]	i	-11.8%	-2.1%	0.1%	i	-5.9%	-6.2%	1.3%	-1.3%	5.0%
CCOC(=O)c1ccc(N2C(=O)CC(NC3CCN(C(=O)c4ccc(F)cc4)CC3)C2=O)cc1 (stereo not given)
→ -1.1%	i	-8.0%	1.2%	-1.5%	i	-6.6%	1.5%	-1.2%	-8.7%	-6.7%
CCOc1cccc2c1OC1(C)CC2NC(=O)N1c1ccc(OC)cc1 (stereo not given)
→ -1.2%	i	-2.4%	7.3%	-5.0%	i	-1.0%	-3.8%	4.0%	-30.3%	-3.9%
CC(=O)c1sc(NC(=O)C2COc3ccccc3O2)nc1C (stereo not given)
→ -1.3%	/	?	-11.8%	-3.1%	/	-9.2%	13.0%	?	/	4.3%
[Li+]
→ -1.3%	i	2.8%	5.0%	-4.6%	i	14.3%	-3.7%	1.0%	12.2%	5.6%

Some of the compounds tested; rates above refer to the full screens.
